Screening data as filed in PubChem.
LANA DNA inh – KSHV C-LANA DNA binding inhibition; MBP-C-LANA/FAM-LBS DNA binding, fluorescence polarization; inhibition, % at 9 µM; actives 0.078% (n = 340,000); AID 504423;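 active = highest replicate inhibition at or above 60% at 9 µM, even if other replicates fall short; inactive = all replicates below 60% inhibition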;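 note: 0% = neutral control wells and 100% = 4 µM acridine orange control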
Keap1-Nrf2 PPI – disrupts human Keap1 binding to Nrf2 peptide; inhibition, % at 9.4 µM; Q14145; actives 0.15% (n = 340,000); Keap1 Kelch-Nrf2 peptide fluorescence polarization, 1536-well; in the data active = inhibition above about 12%;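 note: human Keap1 Kelch domain with fluorescein labeled Nrf2 9mer peptide probe; 0% = neutral control wells and 100% = peptide positive control; higher means more block of Keap1 binding to Nrf2 peptide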
Target sequence (Q14145 whole entry, looked up, the tested form may be a part): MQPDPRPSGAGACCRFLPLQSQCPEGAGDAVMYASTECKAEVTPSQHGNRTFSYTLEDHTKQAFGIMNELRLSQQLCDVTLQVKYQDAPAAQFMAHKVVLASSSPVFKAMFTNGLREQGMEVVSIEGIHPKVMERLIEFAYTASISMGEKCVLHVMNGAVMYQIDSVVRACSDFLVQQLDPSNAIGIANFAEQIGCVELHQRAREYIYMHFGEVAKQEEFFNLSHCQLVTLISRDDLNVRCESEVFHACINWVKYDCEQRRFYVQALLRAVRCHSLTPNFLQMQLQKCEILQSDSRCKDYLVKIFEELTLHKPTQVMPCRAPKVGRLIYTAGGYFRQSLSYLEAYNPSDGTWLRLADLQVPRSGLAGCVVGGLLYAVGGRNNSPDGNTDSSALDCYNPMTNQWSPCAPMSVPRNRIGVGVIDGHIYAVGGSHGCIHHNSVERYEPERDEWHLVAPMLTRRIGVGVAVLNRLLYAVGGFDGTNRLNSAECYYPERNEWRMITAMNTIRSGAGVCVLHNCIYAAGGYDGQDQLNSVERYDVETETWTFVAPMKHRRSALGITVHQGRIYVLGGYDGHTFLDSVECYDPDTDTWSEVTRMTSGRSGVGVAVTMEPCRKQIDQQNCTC
V-ATPase pHluor – regulators of yeast V-ATPase proton transport; response, % at 10 µM; actives 0.37% (n = 350,000); S. cerevisiae, pHLuorin cytosolic pH fluorescence; in the data active = response mostly above about 7.3%, no sharp cut-off; inactive = mostly below about 5.4%; note: actives read high; inactives centre near 0; some compounds called inactive have numbers as strong as hits; reference of the scale not given here
An asterisk follows results filed as active.

SMILES	LANA DNA inh	Keap1-Nrf2 PPI	V-ATPase pHluor
Cc1cc[n+]2n1CC(O)C2 (configuration not stated)	0.3	1	-5
COC(=O)c1sc(-c2ccc(C(C)(C)C)cc2)cc1NC(=O)COCC(=O)O	1.2	2	1
CC(=O)Nc1cccc(Oc2nc(-c3ccccn3)nc3ccccc23)c1	0.6	-6	2
Cc1c(C(=O)NCCSCc2c(F)cccc2Cl)cnn1-c1ccc(Cl)cc1	-0.4	1	0
Cc1ccc2nc(/N=C(\N)NC(=O)NC3CCCCC3)nc(C)c2c1	-1.6	2	1
N#Cc1c(-c2cccs2)cc(-c2cccs2)[nH]c1=O	1.6	-2	-63
CCc1ccn2cc(-c3ccc4c(c3)OCO4)nc2c1	0.7	-2	1
Cc1c(C)c(C)c2[nH]c(=S)[nH]c2c1C	-1.8	-7	-3
CC(C)(C)c1cc(C(=O)NC2CC2)n(Cc2ccc(F)cc2)n1	-1.4	0	-3
O=C(Cc1ccccc1)NC1(O)C(=O)c2ccccc2C1=O	1.3	-15	0
Nc1sc(-c2ccccc2)cc1C(=O)N/N=C/c1ccc(Cl)cc1	-0.4	-1	1
Cc1cc(C(C)(C)C)ccc1NC(=O)CC(C)(C)CC(=O)O	-1.0	-6	-4
O=[N+]([O-])c1ccc(C2=Nn3cnnc3SC2)cc1	-0.9	-2	1
CC(C)(C)OC(=O)NCCCCCc1nnc(SCc2ccc(F)cc2)o1	-0.2	-1	0
CNC(=S)NNC(=O)CSCc1c(Cl)cccc1Cl	-2.1	-9	-2
COC(=O)c1ccc(C(=O)NN)cc1	-0.2	4	0
CCN(CC)CCC(=O)Nc1cccc2c1C(=O)c1ccccc1C2=O	-7.5	-1	2
Cc1nc(-c2ccc(S(=O)(=O)N3CCCN(CCc4ccccc4)CC3)s2)cs1	30	63*	1
O=C(CN(c1cccc(Br)c1)S(=O)(=O)c1ccccc1)N/N=C/c1cc([N+](=O)[O-])ccc1O	-0.6	1	-1
Cc1[nH]c2ccccc2c1/C=N/NC(=O)CNC(=O)c1ccco1	-0.5	-5	0
COc1ccc(-c2c(C(F)(F)F)nn(C)c2NC(=O)c2cccnc2)cc1	-1.1	1	2
O=C(Cn1cnc2ccccc2c1=O)N/N=C/c1ccc(Br)cc1	0.0	-3	-2
CN(NC(=O)Nc1ccccc1)c1cnn(C)c(=O)c1Cl	0.4	-7	4
O=C(C1=NN[C@@H]2C(=O)N(c3cccc(F)c3)C(=O)[C@H]12)c1cnccn1	0.2	-13	-1
O=C(CN1CCCc2ccccc21)N1CCc2ccccc21	0.2	-1	4
Cn1ncc(SCc2ccccc2)c(Cl)c1=O	1.3	-4	7
Cn1nc(C(F)(F)F)c(-c2ccccc2)c1NC(=O)CCC(=O)O	-1.8	-2	1
COc1ccc(/C=N/NC(=O)c2cccnc2)cc1COc1ccc([N+](=O)[O-])c(C)c1	0.3	-3	-1
CC1=C(C)C(C)=C(C#N)C(=C(C#N)C#N)N1	2.7	0	-2
Cc1[nH]nc2c1C(CC(C)C)C(C#N)=C(N)O2 (configuration not stated)	28	46*	0
CC1c2ccsc2CCN1C(=O)NC(=O)c1ccc(Cl)cc1 (configuration not stated)	9.8	2	-4
Cc1cccc(NNC(=O)C(=O)NNc2cccc(C)c2)c1	-1.4	-3	0
COc1ccc(-n2c(=S)[nH]c3[nH]ncc3c2=O)cc1	0.2	2	-1
Cc1nn(C)c(Sc2ccccn2)c1[N+](=O)[O-]	-3.3	3	-3
O=C(CC1NCCNC1=O)NC1Cc2ccccc2C1 (configuration not stated)	-1.0	-5	-5
COc1nc(C)nc(C)c1Oc1ccc(Cl)cc1Cl	-1.6	-4	3

Arranged by molar mass (lowest first): 25 of the compounds above.
SMILES	LANA DNA inh	Keap1-Nrf2 PPI	V-ATPase pHluor
COC(=O)c1ccc(C(=O)NN)cc1	-0.2	4	0
CC1=C(C)C(C)=C(C#N)C(=C(C#N)C#N)N1	2.7	0	-2
Cc1[nH]nc2c1C(CC(C)C)C(C#N)=C(N)O2 (configuration not stated)	28	46*	0
Cc1nn(C)c(Sc2ccccn2)c1[N+](=O)[O-]	-3.3	3	-3
O=[N+]([O-])c1ccc(C2=Nn3cnnc3SC2)cc1	-0.9	-2	1
Cn1ncc(SCc2ccccc2)c(Cl)c1=O	1.3	-4	7
O=C(CC1NCCNC1=O)NC1Cc2ccccc2C1 (configuration not stated)	-1.0	-5	-5
COc1ccc(-n2c(=S)[nH]c3[nH]ncc3c2=O)cc1	0.2	2	-1
O=C(CN1CCCc2ccccc21)N1CCc2ccccc21	0.2	-1	4
O=C(Cc1ccccc1)NC1(O)C(=O)c2ccccc2C1=O	1.3	-15	0
COc1nc(C)nc(C)c1Oc1ccc(Cl)cc1Cl	-1.6	-4	3
Cc1cc(C(C)(C)C)ccc1NC(=O)CC(C)(C)CC(=O)O	-1.0	-6	-4
CN(NC(=O)Nc1ccccc1)c1cnn(C)c(=O)c1Cl	0.4	-7	4
CC(C)(C)c1cc(C(=O)NC2CC2)n(Cc2ccc(F)cc2)n1	-1.4	0	-3
Cc1[nH]c2ccccc2c1/C=N/NC(=O)CNC(=O)c1ccco1	-0.5	-5	0
CC1c2ccsc2CCN1C(=O)NC(=O)c1ccc(Cl)cc1 (configuration not stated)	9.8	2	-4
CNC(=S)NNC(=O)CSCc1c(Cl)cccc1Cl	-2.1	-9	-2
O=C(C1=NN[C@@H]2C(=O)N(c3cccc(F)c3)C(=O)[C@H]12)c1cnccn1	0.2	-13	-1
CCN(CC)CCC(=O)Nc1cccc2c1C(=O)c1ccccc1C2=O	-7.5	-1	2
Nc1sc(-c2ccccc2)cc1C(=O)N/N=C/c1ccc(Cl)cc1	-0.4	-1	1
COc1ccc(-c2c(C(F)(F)F)nn(C)c2NC(=O)c2cccnc2)cc1	-1.1	1	2
O=C(Cn1cnc2ccccc2c1=O)N/N=C/c1ccc(Br)cc1	0.0	-3	-2
CC(C)(C)OC(=O)NCCCCCc1nnc(SCc2ccc(F)cc2)o1	-0.2	-1	0
Cc1nc(-c2ccc(S(=O)(=O)N3CCCN(CCc4ccccc4)CC3)s2)cs1	30	63*	1
O=C(CN(c1cccc(Br)c1)S(=O)(=O)c1ccccc1)N/N=C/c1cc([N+](=O)[O-])ccc1O	-0.6	1	-1

Next part.
SMILES	LANA DNA inh	Keap1-Nrf2 PPI	V-ATPase pHluor
CC(=O)c1ccc(N/N=C2/CCCNC2=O)cc1	-0.4	-4	4
COc1cccc(C(=O)NNC2=C(C(=O)C(F)(F)F)CCC2)c1	-0.2	-2	2
Cc1nc(C(=O)NNC(=O)Nc2ccccc2)cs1	-0.1	-7	0
CCCCCCN1C=CC=C/C1=C\C=C(C#N)C#N	0.1	-7	-1
COc1ccc(Oc2ccc(C(F)(F)F)cc2NC(=O)c2ccc(F)cc2)cc1	-0.2	-2	-4
CC(=O)/C(=C\N(C)C)Sc1ccc(C)cc1	-0.1	-3	1
Cc1nn(C)cc1N1C(=O)c2cccc3c(N)ccc(c23)C1=O	73*	71*	6
COc1cccc(C2/C(=C(/O)c3ccccc3)C(=O)C(=O)N2Cc2ccco2)c1 (configuration not stated)	-2.5	2	3
CCn1nnnc1SCC(=O)N1CCN(c2ccccc2)CC1	0.4	-2	-4
O=C(CN1CCN(Cc2ccccc2)CC1)N/N=C/c1ccccc1F	0.5	-2	1
Cc1cscc1NC(=O)/C=C/C(=O)O	18	33*	-3
O=C(O)c1ccc2cccc(O)c2n1	-1.8	2	-4
COc1ccc(NC(=O)CCC(=O)N/N=C/c2cn(C)nc2C)cc1	-1.5	-3	-7
CC1(C)Cc2c(C#N)c(N)n(-c3ccccc3)c(=S)c2CO1	3.6	-3	3
COc1ccccc1C1=NOC(COc2ccc3c(C)cc(=O)oc3c2)C1 (configuration not stated)	-0.4	-2	-2
CC(=O)Nc1ccc(S(=O)(=O)N2c3ccccc3NC(=O)CC2C)c(Cl)c1 (configuration not stated)	0.4	2	7
Cn1nc(C(F)(F)F)c(-c2ccc(F)cc2)c1NC(=O)c1cccnc1	-2.4	-1	-5
CC(C)(C)c1cc(C(=O)Nc2ccc(F)cc2)n(Cc2ccc(F)cc2)n1	1.0	1	-2
Cc1cc(Sc2nnc(/N=C/N(C)C)s2)c2ccccc2n1	-1.3	-44	-2
CC(C)(C)OC(=O)N1CCC(CNC(=O)c2cccs2)CC1	-0.4	-4	7
O=C(Nc1csc(Cl)c1)c1ccccc1	17	2	1
O=C(NC(=O)c1c(Cl)cccc1Cl)Nc1ccc(Oc2cccnc2)nc1	-0.3	-8	-1
c1ccc(Sc2ncnc3ccccc23)cc1	1.4	-1	1
C[n+]1cccc2ccc3c(c21)OC(N)=C(C#N)C3c1ccccc1 (configuration not stated)	-0.5	-1	-4
CCCS(=O)(=O)C/C(N)=N/OC(=O)c1ccc(Cl)cc1	0.6	5	-9
CC(C)Sc1nnc([C@H](Cc2ccccc2)NC(=O)OC(C)(C)C)o1	1.2	1	-1
CC(=C/c1ccccc1)/C=N/NC(=O)c1ccccn1	-0.4	-6	2
Cc1nnsc1C(=O)N1CCN(c2ccc(C#N)cn2)CC1	0.1	-2	2
Cc1nn2c(NCCN(C)C)c3c(nc2c1-c1ccccc1)CCCC3	-0.6	3	-2
Cc1onc(-c2c(F)cccc2Cl)c1C(=O)NCCN1CCNC1=O	-1.6	-3	9
Cc1cc(C)n(CCC(=O)N/N=C/c2ccc(Cl)c([N+](=O)[O-])c2)n1	-0.8	4	0
C[C@@H]1OC(Nc2ccc(N=Nc3ccccc3)cc2)[C@H](O)[C@H](O)[C@H]1O (some centres not stated)	2.0	2	1
COc1ccccc1/C=C/C=N/NC(=O)c1cc(-c2ccco2)[nH]n1	-2.8	-2	2
NNC(=O)c1csc(COc2cc(Cl)cc(Cl)c2)n1	1.4	1	0
Nc1c(NCc2ccccc2)c(=O)c1=O	-2.7	-2	0
Cc1cc(/C(N)=N/OC(=O)c2cccc(Cl)c2)no1	0.5	-1	-2
O=C(c1ccc(F)cc1F)N1CCCN(c2nc(-c3ccccc3)ns2)CC1	-1.0	-4	0
Cc1ccc2[nH]c3c(Cl)ncnc3c2c1	0.0	4	1
CN(C)n1cccc1/C=C(\C#N)S(=O)(=O)c1ccc(Cl)cc1	-0.9	-1	-1
CC(=O)Nc1cccc(OCCCNC(=O)c2cccc3ccccc23)c1	0.3	-3	-4
O=C1CC(C(F)(F)F)=NN1	0.1	3	0
O=C(Nc1cccc(Cl)c1)Nc1cccc(C(=O)O)c1	3.6	-1	-3
Cc1cc2oc(=O)cc(C)c2cc1NC(=O)CCl	0.6	-6	3
CCOC(=O)C1=C(C)NC(=S)N(C(C)=O)C1c1ccc(OC)c(OC)c1 (configuration not stated)	0.5	-2	-1
Cc1ccc(/C=N/NC(=O)Cn2nnc(N)n2)o1	0.3	4	0
CC1=NCCN1CCNC(=O)Nc1cc(C)cc(C)c1	-0.1	-2	3
Cc1cc(/C(N)=N/OC(=O)Nc2ccccc2)no1	-0.5	1	-3
N#C/C(=N\Nc1ccc(Cl)c(Cl)c1)C(=O)C1CC1	0.2	0	-4

Pulled by compound from the entries so far:
SMILES	LANA DNA inh	Keap1-Nrf2 PPI	V-ATPase pHluor
Cc1cc(C)n(CCC(=O)N/N=C/c2ccc(Cl)c([N+](=O)[O-])c2)n1	-0.8	4	0
CC(C)(C)OC(=O)N1CCC(CNC(=O)c2cccs2)CC1	-0.4	-4	7

The results go on:
SMILES	LANA DNA inh	Keap1-Nrf2 PPI	V-ATPase pHluor
CC(=O)Nc1ccc(NC(=O)Nc2cc(C)cc(C)c2)cc1	-0.7	-2	-2
COc1nc(C)ccc1-c1noc(-c2cccs2)n1	1.1	2	1
CCn1c(-c2cc(-c3ccccc3)sc2N)n[nH]c1=S	-1.5	-1	-3
COc1ccc(-c2csc(NC(=S)NC(=O)/C=C/c3ccco3)n2)cc1Br	-2.6	0	0
CSc1sc(C(=O)NCC2CC2)c(-c2cccs2)c1C#N	-2.2	-2	9
Cc1ccc2c(C(=O)CN3CCN(C(=O)c4ccco4)CC3)c(C)[nH]c2c1	1.4	0	3
CC(=O)C1C(c2ccc(F)cc2)c2c(noc2C)CC1(C)O (configuration not stated)	26	50*	1
COc1ccc(Oc2ccc(C(F)(F)F)cc2NC(=O)c2ccc(C)cc2)cc1	-1.2	-4	4
COC(=O)c1cc(NC(=O)c2cc(C(C)(C)C)nn2Cc2ccc(F)cc2)ccc1N1CCOCC1	0.0	5	0
CCOP(=O)(OCC)C(Nc1ccc(F)cc1)c1ccccc1 (configuration not stated)	-0.9	2	3
NC(=O)c1cc(-c2ccccc2)nc2ccc(Br)cc12	0.7	4	-3

Not all compounds are listed; rates above refer to the full screens.
